N370S GC mod – inhibits or activates N370S mutant glucocerebrosidase | P04062 | N370S GC spleen homogenate, 4MU-glucoside fluorescence | Potency, µM (doses to about 59.4 µM), for the others: at the top dose activity change, negative = inhibition, hits mostly inhibitors | 330,000 tested, 0.092% active | AID 2101;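 note: 0% = full enzyme activity and -100% = no enzyme basal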
FEN1 inh – human FEN1 inhibition | Potency, µM (top dose mostly 114 µM), without a hit: at the top dose activity change, negative = inhibition, hits mostly inhibitors | 390,000 tested, 0.35% active | AID 588795 | Recombinant FEN1 flap cleavage, fluorescence, 15 min | P39748; note: nearly all actives have a fitted effect of over 65% in size
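Read-out was taken twice, immediately and after 15 min, following addition of 50 nM substrate to 10 nM FEN1 that had sat with test compound for 15 min at room temperature. Curves came from a four-parameter Hill model.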
KAT2A inh – GCN5L2 (KAT2A) acetyltransferase inhibition; Q92830; GCN5L2 HAT assay, ThioGlo1 CoA-SH fluorescence; Potency, µM (series often up to 58.9 µM), inactives show at the top dose activity change, negative = inhibition, usual class: inhibitors; 390,000 tested, 0.21% active; AID 504327
Target sequence (Q92830 whole entry, looked up): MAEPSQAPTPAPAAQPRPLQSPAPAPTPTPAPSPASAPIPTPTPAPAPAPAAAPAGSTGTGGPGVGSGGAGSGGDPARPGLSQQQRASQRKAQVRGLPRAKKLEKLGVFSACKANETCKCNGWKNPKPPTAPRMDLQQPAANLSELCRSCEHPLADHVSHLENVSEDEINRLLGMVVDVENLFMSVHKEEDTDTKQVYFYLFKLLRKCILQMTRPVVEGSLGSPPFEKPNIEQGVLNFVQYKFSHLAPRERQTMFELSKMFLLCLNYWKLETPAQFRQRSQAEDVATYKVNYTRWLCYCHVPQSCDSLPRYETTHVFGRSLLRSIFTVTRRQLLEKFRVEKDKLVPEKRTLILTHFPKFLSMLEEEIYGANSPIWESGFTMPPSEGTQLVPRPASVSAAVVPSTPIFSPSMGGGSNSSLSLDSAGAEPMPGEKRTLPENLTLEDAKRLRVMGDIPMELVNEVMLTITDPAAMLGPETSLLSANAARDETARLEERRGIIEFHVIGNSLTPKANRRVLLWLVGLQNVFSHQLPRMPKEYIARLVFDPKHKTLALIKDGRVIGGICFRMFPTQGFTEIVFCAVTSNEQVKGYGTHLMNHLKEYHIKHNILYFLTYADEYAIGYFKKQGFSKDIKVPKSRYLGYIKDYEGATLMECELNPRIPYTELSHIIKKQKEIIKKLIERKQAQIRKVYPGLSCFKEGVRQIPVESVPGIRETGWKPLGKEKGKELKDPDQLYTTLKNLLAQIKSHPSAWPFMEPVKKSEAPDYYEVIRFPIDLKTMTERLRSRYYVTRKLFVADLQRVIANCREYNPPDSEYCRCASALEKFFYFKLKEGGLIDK
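Enzyme at 20nM final was mixed with library compounds for 15 min at room temperature. Peptide H3(1-25) at 75uM, acetyl-CoA at 70uM and ThioGlo1 at 50uM were then added. Plates were read immediately and after 20 min (Ex340nm/Em540nm).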
Numbers without * were called inactive; ? = inconclusive; nt = not tested or not shown; & = joins results of further samples; [ ] = remark or other dose. Calls come from the whole dose curve; as a rule, active = well fitted curve in the direction sought with a large enough effect; inconclusive = small, poorly fitted or top-dose-only effect, or another doubt; inactive = no such curve, though single readings can be large; an effect the other way counts as inactive or inconclusive. Unless noted, % is set by controls: 0 for no effect and ±100 for the full control effect; potency is the fitted concentration of half-maximal effect. Random draw from the library; any-hit rate near 0.54%.

SMILES	N370S GC mod	FEN1 inh	KAT2A inh
Cc1cc(C)c(NC(=O)CN2C(=O)NC(CCc3ccccc3)C2=O)c(C)c1 (centres undefined)	1%	-1%	-3%
CC(=O)N1CCc2cc(S(=O)(=O)NC(CC(C)C)C(=O)Nc3ccc4c(c3)OCCO4)ccc21 (centres undefined)	1%	9%	-1%
Cc1ccc(NC(=O)c2c3c(nc4ccccc24)CCC3)cc1	16%	2%	-12%
OC[C@H]1O[C@H](OC[C@H]2OC(O)[C@H](O)[C@@H](O)[C@@H]2O)[C@H](O)[C@@H](O)[C@@H]1O (some centres undefined)	-1%	1%	-4%
CCCn1nnc(NC(=O)c2ccc(Br)o2)n1	4%	-7%	1%
COCCCNC(=O)Cn1nnc(-c2ccc(NC(=O)c3cccnc3)cc2)n1	1%	nt	-4%
CC(=O)Oc1c(S(=O)(=O)c2ccc(C)cc2)c(C)nn1C(C)(C)C	-7%	-8%	-1%
NC(=O)c1nsc(C(=O)N(Cc2ccc(F)cc2)C(C(=O)NCC2CCCO2)c2ccc(F)cc2)c1N (centres undefined)	12%	0%	-6%
CC(c1ccon1)N(C)Cc1cn[nH]c1-c1ccc(-c2ccccc2)cc1 (centres undefined)	-19%	-9%	-26%
Cc1cccc(C)c1NC(=O)CSc1nc2ccccc2c2nc(CCc3c(C)n[nH]c3C)nn12	nt	-7%	-2%
CCC(=O)NC(C)C(c1cccs1)N1CCN(c2ccccc2)CC1 (centres undefined)	1%	0%	1%
COc1cc(C2CC(=O)c3c(O)cc(O)cc3O2)ccc1O (centres undefined)	-2%	-7%	2%
CCC(=O)Nc1nc2c(OC)ccc(OC)c2s1	-22%	12%	0%
COc1cccc(N2CCN(C(=O)c3ccc(CS(=O)c4cccc(Cl)c4)o3)CC2)c1 (centres undefined)	nt	-5%	-2%
COc1ccc(/C=C(\C#N)C(=O)OCC(=O)N(C)C2CCS(=O)(=O)C2)cc1 (centres undefined)	-11%	-2%	-12%
Cc1cc(C(F)(F)F)nn1CC(=O)N1CCCCC1C (centres undefined)	0%	2%	-3%
Nc1nc(-c2ccccc2)nn1C(=O)Cc1ccccc1	-3%	-5%	-6%
CC1=C/C(=N\NC(=S)NCCc2ccccc2)CC(C)(C)C1	28%	-13%	-1%
Cc1cccc(OCc2occc2C(=O)Nc2cccc(-n3cnnn3)c2)c1	25%	-6%	5%
Cc1csc(Nc2ccc(C(=O)O)cc2)n1	0%	5%	-3%
O=C(c1ccco1)N1CCN(C(=O)c2cc3c(s2)-c2ccccc2OC3)CC1	?	9%	-28%
Cc1ccc(N(C)S(=O)(=O)c2nnc(NC(=O)c3ccco3)s2)cc1	-1%	14%&18%	-2%&-3%
O=C(CSCc1ccccc1)Nc1ccccc1	5%	8%	8%
CCOc1ccc(-c2nnc(-c3ccco3)o2)cc1	-2%	10%	3%
Cc1ccc(C(=O)O)cc1-c1ccc(C=C2C(=O)c3ccccc3C2=O)o1	4%	?	?
COC(=O)c1ccccc1NC(=O)c1ccc(-c2cccc(Cl)c2)o1	nt	-10%	-2%
OCCN1CCOCCN(CCO)CCN(CCO)CC1	0%	9%	-8%
O=S(=O)(NCc1csc(-c2cccs2)n1)c1cccs1	2%	1%	-1%
O=[N+]([O-])c1cccc(S(=O)(=O)Nc2ccc3cn[nH]c3c2)c1	nt	-3%	4%
O=C(c1cnn2cccnc12)N1CCN(Cc2ccc3c(c2)OCO3)CC1	0%	-3%	-22%
O=C(CCS(=O)(=O)c1cccc2nsnc12)N1CCN(c2ccccc2F)CC1	-5%	11%	0%[0.501 µM]
Cc1nc(S(=O)(=O)N2CCN(c3ccc(Cl)cc3)CC2)cn1C	nt	21%	-1%
O=C(NCCN1CCOCC1)c1ccc2c(c1)N(Cc1ccccc1)C(=O)c1ccccc1S2	?	-18%	-3%
O=c1nc2n(c3c4c(sc13)CCC4)CCC2	?	-13%	-19%
Cc1ccc(S(=O)(=O)N(CC(=O)N2CCc3ccccc3C2)c2ccc(Cl)c(Cl)c2)cc1	6%	-10%	-5%
COc1ccc(S(=O)(=O)n2nc(C)c(S(=O)(=O)N3CCCCCC3)c2C)cc1	nt	-2%	-12%
O=C1/C(=C/c2ccncc2)SC(=S)N1Cc1ccccc1	-4%	-7%	-17%
CC1(C)C(=O)C2(CCCCC2)C(=O)OC1C(=O)c1ccccc1 (centres undefined)	8%	-14%	-4%
N#Cc1c2n(c(=S)n(-c3ccccc3)c1=O)CCCCC2	20%	23%	-6%
O=C(CN1CCCc2ccccc21)N/N=C/c1c(O)ccc2ccccc12	9%	-2%	-10%
N#C/C(=C\c1ccncc1)c1nc2ccccc2[nH]1	-3%	-10%	-23%
Cc1cccc(C(=O)NC(NC(=S)Nc2ccc(S(N)(=O)=O)cc2)C(Cl)(Cl)Cl)c1 (centres undefined)	5%	-16%	-7%
COc1ccc(OCC(=O)NCc2n[nH]c(=O)c3ccccc23)cc1	1%	-4%	-8%
Cc1cccc(C(C)C)c1NC(=O)c1ccc2c(c1)CCCN2S(C)(=O)=O	nt	12%	-4%
COc1cccc(N(Cc2nnc3n2CCCCC3)C(=O)Nc2cccc(Cl)c2)c1	nt	15%	-1%
COc1ccc(OC)c(CNS(=O)(=O)c2ccc(-c3coc(C)n3)cc2)c1	nt	4%	-2%
COCCCN=Cc1c(C)[nH]n(-c2ccc(Br)cc2Br)c1=O	-2%	10%	-15%
CCOC(=O)N1CCOCCOCCN(C(=O)OCC)CCOCC1	1%	-1%	1%
CCN(CC)CCn1c2c(c(SCC(=O)Nc3nc4ccc(C)cc4s3)nc1=O)CCC2	-19%	7%	-5%
CCN(C1CCCCC1)S(=O)(=O)c1ccc(OC)c(C)c1	14%	-18%	-7%

A second format for part of the listing above:
COc1cccc(N(Cc2nnc3n2CCCCC3)C(=O)Nc2cccc(Cl)c2)c1
  N370S GC mod = nt
  FEN1 inh = 15%
  KAT2A inh = -1%

COc1ccc(OC)c(CNS(=O)(=O)c2ccc(-c3coc(C)n3)cc2)c1
  N370S GC mod = nt
  FEN1 inh = 4%
  KAT2A inh = -2%

Additional compounds follow:
SMILES	N370S GC mod	FEN1 inh	KAT2A inh
CCOc1ccccc1NC(=O)C1(S(=O)(=O)c2ccc(Cl)cc2)CC1	13%	-23%	-5%
C=C1CCC2[C@](C)(CO)C(O)CC[C@]2(C)C1C/C=C1/C(=O)OCC1O (some centres undefined)	7%	nt	40%[activator]
COc1ccc(C(C#N)c2ccc(Cl)nn2)cc1 (centres undefined)	3%	7%	-5%
COc1cc(C(=O)N2CCN(c3ccc([N+](=O)[O-])cc3)CC2)ccc1OCc1c(C)noc1C	nt	-2%	-5%
CN(C(=O)CO/N=C/c1ccc(OC(F)F)cc1)C1CCS(=O)(=O)C1 (centres undefined)	-5%	-8%	-2%
O=C1c2oc3ccccc3c(=O)c2C(c2cccnc2)N1Cc1ccco1 (centres undefined)	0%	-7%	1%
CC(=O)Oc1ccc(N(C(C)=O)S(=O)(=O)c2ccc(C)c([N+](=O)[O-])c2)cc1	2%	-1%	0%
CCC(C)(C)NC(=O)CN(C(=O)CCC(=O)Nc1nccs1)c1cccc(C)c1C	-4%	-1%	-3%
CC(C)(C)OC(=O)NNc1c2ccccc2nc2ccccc12	?	2%	-3%
COc1ccc(CNC(=O)c2cc(-n3cnnc3)ccc2Cl)cc1	-2%	0%	-7%
COc1cccc(CN2CC(C(=O)N(C)CC3CCOCC3)CCC2=O)c1 (centres undefined)	-7%	-1%	-9%
Cc1ccc(CNC(=O)CCC(=O)N2CCSc3ccccc32)cc1	nt	11%	0%
COc1cccc(N(C(=O)C2COc3ccccc3O2)C(C(=O)NC2CCCCC2)c2ccc(O)cc2)c1 (centres undefined)	-14%	nt	-1%
CCOC(=O)CN1CCC(c2ccccc2)CC1	-2%	-8%	-2%
Cc1cc(NCCc2ccccc2F)n2ncnc2n1	2%	2%	-10%
O=C(COC(=O)COc1ccc(Cl)cc1)NCc1cccs1	3%	-4%	-9%
O=C(NCCc1ccccc1F)C1CC(O)CN1C(=O)Nc1ccccc1 (centres undefined)	-3%	-10%	0%
NS(=O)(=O)c1ccc(CCNC(=O)Cn2c(-c3cccs3)cc3ccccc32)cc1	nt	-3%	-3%
O=C(CN1CCN(c2ccccc2)CC1)Nc1c(C(=O)C2CC2)oc2ccccc12	7%	-5%	-5%
CN1CCN(c2ncc3nc(-c4ccc(Cl)cc4)c(=O)n(-c4ccccc4)c3n2)CC1	-19%	nt	-10%
C=CCn1c(SC)nnc1C1COc2ccccc2O1 (centres undefined)	15%	-1%	-10%
COc1ccc(C(=O)NNC(=O)C(NC(=O)c2cc(OC)cc(OC)c2)C(C)C)cc1 (centres undefined)	nt	21%	1%
COc1ccc(CCn2c(=O)c3cccnc3n(CC(=O)Nc3ccc(C)cc3C)c2=O)cc1OC	nt	1%	-4%
CCOc1ccc(OCCC(=O)Nc2ccc(F)cc2C)cc1	-3%	0%	1%
O=C1c2cccnc2C(Nc2ccc(F)c(Cl)c2)N1Cc1cccs1 (centres undefined)	-1%	-15%	-6%
COC(=O)c1oc2ccccc2c1NC(=O)/C=C/C(=O)O	-3%	-13%	-1%
Cc1cccc(NC(=S)NC(=O)/C=C/c2ccco2)n1	-17%	-24%	-21%
Cc1cc(C)cc(NC(=O)C2CCN(c3cc(C)nc4c(-c5ccc(Cl)cc5)c(C)nn34)CC2)c1	nt	-3%	2%
COc1ccc(OC)c(Nc2cc(C(=O)NCCCN3CCOCC3)c3ccccc3n2)c1	-21%	3%	0%
CCc1sc(N(C(=O)Cc2ccccc2)c2ccccc2F)nc1-c1ccc(C)cc1	-1%	-18%	-4%
CCCCCN(C(=O)CCC(=O)OCC(=O)c1ccc(C(C)CC)cc1)c1c(N)n(CCCC)c(=O)[nH]c1=O (centres undefined)	-1%	2%	-4%
N#CC(C(=O)c1ccc(S(=O)(=O)N2CCCCCC2)cc1)c1nc2ccccc2[nH]1 (centres undefined)	4%	-1%	0%
COc1ccc(N2CS(=O)(=O)/C(=C/N(C)C)C2=O)cc1	2%	2%	-3%
O=C(CSc1nc2ncccc2[nH]1)Nc1c(F)cc(F)cc1Br	-3%	0%	-2%
CC(C)C(=O)Nc1cccc(-c2nc3ccccc3o2)c1	8%	-4%	-1%
O=C1NC(c2ccccc2)=C(c2ccc3ccccc3n2)C(c2ccc(F)cc2)N1 (centres undefined)	-4%	-14%	-1%
CSc1ncnc2sc(C)c(C)c12	-1%	14%	-30%
CC[C@H](NC(=O)[C@H](CCC(=O)O)NC(=O)[C@H](CCC(=O)O)NC(=O)[C@H](CC(=O)O[S+](=O)([O-])c1cccc2c(NCCN)cccc12)NC(=O)[C@H](CCC(=O)O)NC(=O)[C@H](CC(=O)O)NC(C)=O)C(=O)ON[C@@H](C)C(=O)N[C@@H](CO)C(=O)N[C@@H](CCCCNC(=O)c1ccc(N=Nc2ccc(N(C)C)cc2)cc1)C(N)=O	-2%	nt	-8%

Structures listed so far that contain a Cl atom:
SMILES	N370S GC mod	FEN1 inh	KAT2A inh
COc1cccc(N2CCN(C(=O)c3ccc(CS(=O)c4cccc(Cl)c4)o3)CC2)c1 (centres undefined)	nt	-5%	-2%
COC(=O)c1ccccc1NC(=O)c1ccc(-c2cccc(Cl)c2)o1	nt	-10%	-2%
Cc1nc(S(=O)(=O)N2CCN(c3ccc(Cl)cc3)CC2)cn1C	nt	21%	-1%
Cc1ccc(S(=O)(=O)N(CC(=O)N2CCc3ccccc3C2)c2ccc(Cl)c(Cl)c2)cc1	6%	-10%	-5%
Cc1cccc(C(=O)NC(NC(=S)Nc2ccc(S(N)(=O)=O)cc2)C(Cl)(Cl)Cl)c1 (centres undefined)	5%	-16%	-7%
COc1cccc(N(Cc2nnc3n2CCCCC3)C(=O)Nc2cccc(Cl)c2)c1	nt	15%	-1%
CCOc1ccccc1NC(=O)C1(S(=O)(=O)c2ccc(Cl)cc2)CC1	13%	-23%	-5%
COc1ccc(C(C#N)c2ccc(Cl)nn2)cc1 (centres undefined)	3%	7%	-5%
COc1ccc(CNC(=O)c2cc(-n3cnnc3)ccc2Cl)cc1	-2%	0%	-7%
O=C(COC(=O)COc1ccc(Cl)cc1)NCc1cccs1	3%	-4%	-9%
CN1CCN(c2ncc3nc(-c4ccc(Cl)cc4)c(=O)n(-c4ccccc4)c3n2)CC1	-19%	nt	-10%
O=C1c2cccnc2C(Nc2ccc(F)c(Cl)c2)N1Cc1cccs1 (centres undefined)	-1%	-15%	-6%
Cc1cc(C)cc(NC(=O)C2CCN(c3cc(C)nc4c(-c5ccc(Cl)cc5)c(C)nn34)CC2)c1	nt	-3%	2%

High-throughput results as filed in PubChem BioAssay.
